SKKanGAS inh = S. pyogenes SKKanGAS growth inhibitors in kanamycin, primary screen, streptokinase expression inhibitor project, SKKanGAS strain, BacTiter-Glo luminescence; 6 h; inhibition, % at 7.5 µM; hit rate 1.3% among 300,000;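 active = mean replicate score, as percent of positive control median, at least 50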;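 also: strain carries kanamycin resistance gene driven by streptokinase promoter and grows in 40 µg/ml kanamycin; loss of luminescence reflects streptokinase promoter inhibition or plain growth inhibition; 0% = median of DMSO wells and 100% = positive control at its reference dose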
TRPC6 activator = mouse TRPC6 channel activators, primary screen, cell-based, HEK293, membrane potential dye. B-score at 10 µM. hit rate 0.13% among 310,000. HEK293-TRPC6 membrane potential dye fluorescence; hits give high values. AID 2550, 2010;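 active = B-score of the integrated fluorescence ratio above library mean plus 3 SD, and starting fluorescence ratio within library mean plus 5 SD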;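 also: higher score means more depolarization so channel activation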
TRPC4 PAM = positive allosteric modulators of TRPC4, primary screen, cell-based, mouse TRPC4beta, HEK293 mu-opioid, Fluo-4 calcium; Short transient receptor potential channel 4 (Mus musculus), Q9QUQ5; DAMGO EC20, Fluo-4 Ca2+ flux; hits give high values; B-score at 10 µM; hit rate 0.42% among 310,000;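 active = B-score of calcium response area above 5 SD of library B-scores, with initial fluorescence ratio within 5 SD of library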;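 also: B-score of integrated fluorescence ratio over time as area under calcium response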
TRPC6 inhibitor = mouse TRPC6 channel inhibitors, primary screen, cell-based, HEK293, membrane potential dye; hit rate 1.1% among 310,000; B-score at 10 µM; Short transient receptor potential channel 6 (Mus musculus), Q61143; ACh-evoked depolarization; hits give low values;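 active = B-score under library mean minus 3 SD, initial fluorescence not abnormally high, positive integrated signal ratio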;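 also: B-score derived from integrated fluorescence ratio over the kinetic read; more negative B-score means stronger inhibition of depolarization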
KLF5 inhibitor = KLF5 expression inhibitors, primary screen, DLD-1 cells, luminescence; DLD-1 KLF5 promoter-luciferase reporter; inhibition, % at 5 µM; hit rate 0.23% among 290,000; AID 1700, 2009;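 active = inhibition above a per-plate limit of that plate's mean compound inhibition plus 3 SD, cut at about 60% in these data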;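 also: 0% = DMSO wells and 100% = LY294002 at 200 µM; higher means less KLF5 promoter-driven luciferase light; inactives centre near -14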
aSyn 5UTR inh = MLPCN primary screen, SNCA 5' untranslated region | hit rate 0.82% among 300,000 | inhibition, % (tested at 7.5 µM) | alpha-synuclein 5'UTR reporter, inhibitor activity; in the data active = inhibition above about 60%;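 also: H4 neuroglioblastoma cells stably carrying SNCA 5'UTR luciferase fusion; 0% = DMSO wells and 100% = positive control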
IEC-6 cytotox = cytotoxicity in IEC-6 intestinal epithelial cells, primary screen, cytotoxicity control for KLF5 inhibitor project, cell-based, luminescence. IEC-6 cytotoxicity, luminescence viability. inhibition, % at 5 µM. hit rate 0.78% among 290,000. AID 1825, 2009; in the data active = inhibition above about 22%;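 also: 0% = plate median of test compound wells and 100% = cytotoxic reference compound wells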
TRPC4 inh = inhibitors of mouse TRPC4 channel, primary screen, Fluo4 calcium, HEK293 TRPC4beta/mu-opioid cells; Short transient receptor potential channel 4 (Mus musculus), Q9QUQ5; DAMGO-evoked Fluo4 calcium flux; hits give low values; B-score at 10 µM; hit rate 0.39% among 300,000;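 active = B-score over 3 SD under the library average, no early fluorescence shift, positive overall ratio signal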
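Assay system: TRPC4beta/mu-opioid receptor HEK293 cell line; compound dosing: single concentration per test compound; detection: Fluo4 Ca2+ flux fluorescence; evaluation: per-well B score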
HIF activator = HIF pathway transcriptional activators, primary screen, cell-based, U2OS HRE-luciferase, luminescence; U2OS HRE-luciferase reporter; normalized: DMSO 0%, desferrioxamine 100%; activation, % at 7.5 µM (by protocol); hit rate 0.32% among 300,000;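 active = mean activation of at least 10% of the iron chelator positive control signal, with at least half of replicates also reaching 10%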
TRPC4 act = activators of mouse TRPC4 channel, primary screen, Fluo4 calcium, HEK293 TRPC4beta/mu-opioid cells; Short transient receptor potential channel 4 (Mus musculus), Q9QUQ5; Fluo4 calcium fluorescence; hits give high values; B-score at 10 µM; hit rate 0.49% among 310,000; AID 2237, 2010;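 active = B-score above 5 SD of library B-scores, and initial fluorescence ratio not above library mean plus 5 SD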;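 also: positive B-score marks a calcium rise read as TRPC4 activation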
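System: HEK293 cells stably co-expressing mouse TRPC4beta and mu-opioid receptor; Schedule: Fluo4 dye loading 45 min at room temperature, 110 s recording; Detection: Fluo4 fluorescence, kinetic; Evaluation: B-scored integrated calcium fluorescence ratio; Controls: buffer (low) and maximal DAMGO (high).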
MrgX1 antag = antagonists of human MrgX1 receptor, primary screen, HEK293 cells, Fluo-4 calcium flux | BAM8-22 antagonism; hits give low values | B-score at 10 µM | hit rate 1.3% among 310,000 | AID 588676, 2011;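 active = calcium-response B-score plate-corrected more than 3 library SD below zero, starting fluorescence within 5 deviations, no agonist response on first addition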;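 also: peak minus trough fluorescence over baseline after final BAM8-22 challenge near maximal dose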
Target sequence (Q96LB2 whole entry, looked up): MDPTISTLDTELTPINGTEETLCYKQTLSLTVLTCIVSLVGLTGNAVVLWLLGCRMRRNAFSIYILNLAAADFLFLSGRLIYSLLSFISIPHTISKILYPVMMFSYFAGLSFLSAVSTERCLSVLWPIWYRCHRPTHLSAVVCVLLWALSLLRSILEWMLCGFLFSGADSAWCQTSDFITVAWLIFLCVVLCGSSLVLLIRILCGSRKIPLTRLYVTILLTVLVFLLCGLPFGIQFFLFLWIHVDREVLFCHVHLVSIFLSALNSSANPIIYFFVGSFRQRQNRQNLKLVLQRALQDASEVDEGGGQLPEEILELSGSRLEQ
* = called active by the depositor; i = inactive; · = no result given. Outcome played no part in choosing rows; overall some 5.8% were active at least once.

SMILES	SKKanGAS inh	TRPC6 activator	TRPC4 PAM	TRPC6 inhibitor	KLF5 inhibitor	aSyn 5UTR inh	IEC-6 cytotox	TRPC4 inh	HIF activator	TRPC4 act	MrgX1 antag
Clc1ccc(C2=C3CCCCn4c(-c5ccccc5)c[n+](c43)C2)cc1	5	i	i	i	7	15	-10	i	-0.8	i	i
CC(C)Cn1c(SCC(=O)Nc2ncccn2)nc2ccccc21	2	i	i	i	-7	-3	6	i	0.0	i	i
COC(=O)c1ccc(N(C(=O)c2ccco2)C(C(=O)NC2CCCC2)c2ccco2)cc1 (stereo not drawn)	0	i	i	i	-8	-8	-3	i	1.2	i	i
CC(=O)Nc1ccc(S(=O)(=O)N2CCN(CC(O)COc3ccc4ccccc4c3)CC2)cc1 (stereo not drawn)	1	i	i	i	-4	15	2	·	-0.5	i	i
Cc1ccccc1Nc1nc(N)nc(CSc2nc3ccccc3c(=O)n2CCCO)n1	9	i	i	i	-30	13	0	i	-0.5	i	i
CC1(C)NC(=O)N(c2ccccc2Cl)C1(C)NO (stereo not drawn)	-7	i	i	i	-9	23	0	i	0.5	i	i
Cc1cc(C)cc(N2CC(c3nc4ccccc4n3C)CC2=O)c1 (stereo not drawn)	-3	i	i	i	-12	8	-2	i	-0.2	i	i
O=[N+]([O-])c1ccc(/C=N/Nc2nc(-c3ccccc3)c3cc(Br)ccc3n2)o1	95*	i	i	i	-32	-31	4	i	-8.5	i	i
COc1ccccc1C1C(C(=O)c2cc3ccccc3o2)=C(O)C(=O)N1c1cc(C)on1 (stereo not drawn)	23	i	i	i	-35	-1	8	i	0.4	i	i
Brc1ccc(/C=N/Nc2ccc3ccccc3n2)cc1	3	i	i	i	-79	-187	1	i	2.7	i	i
COc1ccccc1Nc1nc(C2(C)CCC(=O)O2)cs1 (stereo not drawn)	-21	i	i	i	-27	-106	0	i	·	i	i
O/N=C(\c1ccccc1)C(O)c1ccccc1 (stereo not drawn)	-8	i	i	i	-1	4	-2	i	-0.5	i	i
CCN(CC)c1nc2c(c(=O)[nH]c(=O)n2C)n1CCCc1ccccc1	-2	i	i	i	-23	35	0	i	-0.1	i	i
NC(CO)(CO)COCc1ccccc1	0	i	i	i	-23	9	-5	i	-0.1	i	i
CCCC(=O)Nc1cc(OCC)c(NC(=O)NC2CCCCC2)cc1OCC	-4	i	i	i	9	2	4	i	·	i	i
Cc1ccc(C=C2C(=O)c3ccccc3C2=O)s1	4	i	i	i	-14	-12	-1	i	-0.2	i	i
Cc1cc(C)c(NC(=O)C2CSCCS2)c(C)c1 (stereo not drawn)	4	i	i	i	-60	-49	5	i	0.4	i	i
COc1ccc(NC(=O)CN(C)C(=O)c2cc3c(s2)CCCCC3)cc1	0	i	i	i	-23	5	2	i	0.1	i	i
CN(C)c1ccc(NC(=O)C2CCCN(S(=O)(=O)c3ccccc3)C2)cc1 (stereo not drawn)	-15	i	i	i	-6	-18	-4	i	0.0	i	i
CN1CCN(c2nc3c(c(=O)[nH]c(=O)n3C)n2Cc2ccccc2)CC1	·	i	i	i	-43	5	-8	i	0.8	i	i
O=C(NCCc1ccccc1F)c1cccc2cccnc12	-4	i	i	i	-72	-147	-3	i	1.5	i	i
Cc1noc(C)c1C(=O)N1CCN(c2ncccn2)CC1	-5	i	i	i	-16	19	-3	i	0.3	i	i
COc1ccc(/C=N/NC(=O)CNC(=O)c2ccc3c(c2)OCCO3)cc1OC	-4	i	i	i	-30	8	-8	i	-0.1	i	i
FC(F)(F)c1ccc2c3n(nc2c1)CCN=C3c1ccc(Cl)cc1	10	i	i	i	·	-47	·	i	1.7	i	i
O=C(CCN1C(=O)[C@@H]2Cc3ccccc3CN2C1=O)N[C@H](Cc1ccccc1)C(=O)O	-1	i	i	i	-3	-15	2	i	0.0	i	i
COCCNC(=O)CSc1nc2ccc(N3CCOCC3)cc2c(=O)n1Cc1ccc(OC)cc1	-1	i	i	i	-39	-80	-1	i	3.6	i	i
N#CCCSCc1ccc2oc(C(=O)O)cc2c1	-2	i	i	i	-13	6	0	i	0.6	i	i
CC(Oc1ccc(Cl)cc1Cl)C(=O)OCn1nnc2ccccc2c1=O (stereo not drawn)	18	i	i	i	-20	0	-7	i	-0.4	i	i
O=C1c2ccccc2C(=O)N1Cc1nc(-c2ccccc2)no1	0	i	i	i	·	14	·	i	0.0	i	i
Cc1ccccc1-c1ncc(CN2CCN(C3CCCC3)C(CCO)C2)cn1 (stereo not drawn)	-9	i	i	i	-2	-5	5	i	-0.1	i	i
Cc1ccc(NC(=O)CN(C)C(=O)COC(=O)CNS(=O)(=O)c2ccc(F)c(F)c2F)cc1	19	i	i	i	·	-22	·	i	-0.1	i	i
CC(CN1CCOCC1)(NS(=O)(=O)c1ccccc1)c1ccccc1 (stereo not drawn)	1	i	i	i	-31	15	3	i	-0.1	i	i
c1ccc(NNC2=NCCS2)cc1	1	i	i	i	0	11	6	i	0.3	i	i
C/C(=N\Nc1ccc([N+](=O)[O-])cc1)c1ccc(-n2nncc2C(C)(C)C)cc1	8	i	i	i	-18	-57	1	i	0.2	i	i
CN(Cc1cn(-c2ccccc2)nc1-c1ccc2c(c1)OCO2)Cc1nccn1C	-3	i	i	i	-4	11	4	i	-0.1	i	i
O=C(NCCN1CCOCC1)c1cc2ccccc2[nH]1	7	i	i	i	-10	-14	0	i	-0.2	i	i
COc1cc(/C=N/N(CCO)C2=NS(=O)(=O)c3ccccc32)cc(OC)c1OC	-1	i	i	i	-20	18	-1	i	-1.6	i	i
O=C(Nc1ccsc1C(=O)N1CCCC1)c1ccccc1	-4	i	i	i	-14	21	6	i	-2.9	i	i
Cc1cc(C)c(C(=O)CSc2nnc(-c3ccccc3Br)o2)cc1C	-1	i	i	i	6	7	-6	i	0.1	i	·
O=C(Nc1ccc(S(=O)(=O)N2CCCCC2)cc1)c1cccnc1Cl	1	i	i	i	·	-10	·	i	0.0	i	i
CCC(=O)N/C(N)=N/c1nc(C)c2cc(C)c(C)cc2n1	5	i	i	i	-11	42	4	i	0.3	i	i
CCN(CC)CCn1c(=S)[nH]c2ccccc2c1=O	-5	i	i	i	-19	28	-1	i	-0.1	i	i
COc1cccc(N(CC(=O)NC2CCCCC2)C(=O)CCC(=O)Nc2nc(C)cs2)c1	1	i	i	i	-29	-17	-6	i	-0.2	i	i
COc1ccc(/C=N/NC(=O)Nc2cccc3nsnc23)cc1OC	-10	i	i	i	-5	28	2	i	-0.9	i	i
CCOc1ccc(C(C(=O)NC(C)(C)C)N(CCOC)C(=O)CCC(=O)Nc2ccccn2)cc1 (stereo not drawn)	-1	i	i	i	-50	-11	-1	i	-1.1	i	i
FC(F)(F)c1cc(-c2ccccc2)nc(-n2cncn2)n1	-2	i	i	i	-25	20	4	i	-0.2	i	i
CCSc1nc2ccccc2n1C(=O)Oc1ccccc1	-1	i	i	i	-6	3	7	i	-0.8	i	i
O=C(NC1CCN(Cc2ccccc2)CC1)c1ccc(S(=O)(=O)NCc2ccco2)cc1	4	i	i	i	-35	15	2	i	0.2	i	i
CCc1cccc(C)c1NC(=O)c1cccnc1	-1	i	i	i	-23	1	-9	i	-1.5	i	i
Cn1cnc2c(cnn2-c2ccccc2)c1=O	1	i	i	i	-35	-25	4	i	-12	i	i
Cc1ccc(N2CC(C(=O)Nc3cccnc3)CC2=O)cc1Cl (stereo not drawn)	-2	i	i	i	-4	-2	3	i	-0.6	i	i
Cc1ccccc1CNC(=O)Cc1ccccc1[N+](=O)[O-]	-1	i	i	i	-45	-96	0	i	2.7	i	i
CC(NS(=O)(=O)c1cc2c3c(c1)CCC(=O)N3CCC2)c1ccccc1 (stereo not drawn)	30	i	i	i	·	10	·	i	-0.2	i	i
Cc1cc(Nc2ccc(F)cc2Cl)n2ncnc2n1	-7	i	i	i	-11	4	2	i	0.1	i	i
C=CCn1c(SCC(=O)NCc2ccc3c(c2)OCO3)nnc1-c1cccnc1	2	i	i	i	-27	17	0	i	-0.4	i	i
O=C(c1nnc(-c2ccc(Cl)cc2)o1)C1CCCC1	-4	i	i	i	-17	-86	0	i	1.5	i	i
O=C(NC1CCCCCC1)C(Cc1ccccc1)n1cccc1 (stereo not drawn)	5	i	i	i	0	17	1	i	-0.1	i	i
Cc1onc(-c2ccccc2Cl)c1C(=O)N1CCN(Cc2ccc3c(c2)OCO3)CC1	-5	i	i	i	-15	23	-5	i	-0.3	i	i
C/C(=N\NC(=O)c1ccc([N+](=O)[O-])cc1)c1cccc([N+](=O)[O-])c1	-6	i	i	i	-10	-8	3	i	-0.2	i	i
Cc1ccc(CN2CCN(C/C(Cl)=C/c3ccccc3)CC2CCO)o1 (stereo not drawn)	7	i	i	i	-1	1	2	i	-0.1	i	i

Sorted by value in KLF5 inhibitor (descending): 3 of the compounds above
compound,KLF5 inhibitor
Cc1ccc(N2CC(C(=O)Nc3cccnc3)CC2=O)cc1Cl (stereo not drawn),-4
CCSc1nc2ccccc2n1C(=O)Oc1ccccc1,-6
Cc1onc(-c2ccccc2Cl)c1C(=O)N1CCN(Cc2ccc3c(c2)OCO3)CC1,-15

(more compounds)
SMILES	SKKanGAS inh	TRPC6 activator	TRPC4 PAM	TRPC6 inhibitor	KLF5 inhibitor	aSyn 5UTR inh	IEC-6 cytotox	TRPC4 inh	HIF activator	TRPC4 act	MrgX1 antag
CCn1cc(C(=O)O)c(=O)c2cc(F)c(N3CCN(C(=S)NC(=O)c4ccc(F)cc4)CC3)cc21	25	i	i	i	-18	21	0	i	-0.4	i	i
O=C(NCc1ccc2c(c1)OCO2)C1CCCN1C(=O)Nc1cccc(F)c1 (stereo not drawn)	-2	i	i	i	8	-8	3	i	0.1	i	i
S=C(NCCCN1CCOCC1)N(Cc1ccccc1)Cc1ccccc1	-1	i	i	i	-21	-2	1	i	0.2	i	i
C=CCNS(=O)(=O)c1nc(C)c(Cl)c(C)c1C#N	-6	i	i	i	-11	-110	-1	i	0.5	i	i
Cc1ccc2ncnc(Nc3cccc(C(=O)O)c3)c2c1	1	i	i	i	-20	-2	-7	i	0.0	i	i
Cc1ccc(C(=O)Nc2cccnc2)cc1Cl	1	i	i	i	-37	-172	0	i	1.7	i	i
